IMPase Li cell – qHTS Assay for Identifying the Cell-Membrane Permeable IMPase Inhibitors: Potentiation with Lithium. CHO-M1 cells, IP1 TR-FRET (IP-One), carbachol + lithium. Potency, µM (highest dose often 59.4 µM), for inactives: top-dose activity, negative = IMPase inhibition, hits mostly inhibitors. actives 0.35% (n = 210,000);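 also: IP1 builds up when IMPase is blocked and the TR-FRET signal falls; potency is read from the fitted curve at half-maximal effect; plate controls were basal vehicle for no effect and high inhibitor control for full effect; nearly all actives have a fitted effect of over 50% in size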
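CHO cells stably expressing M1 receptor (2000/well, cultured 16–30 h) treated 30 min at 37C with compound plus low lithium. Cytosolic IP1 by TR-FRET (665/620 ratio and 620 channel) after 10 min lysis; AC50 by Hill fit.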
NPSR antag – qHTS Assay for Antagonists of the Neuropeptide S Receptor: cAMP Signal Transduction; Q6W5P4; CHO-NPSR cells, cAMP TR-FRET, antagonist mode; Potency, µM (top dose mostly 38.3 µM), for inactives: top-dose activity change, negative = inhibition, hits mostly inhibitors; actives 1% (n = 220,000); also: potency is read from the fitted curve at half-maximal effect; % is scaled to controls: 0 for no effect and ±100 for the full control effect; nearly all actives have a fitted effect of over 50% in size; many of its hits are not listed in these tables
Target sequence (Q6W5P4 whole entry, looked up): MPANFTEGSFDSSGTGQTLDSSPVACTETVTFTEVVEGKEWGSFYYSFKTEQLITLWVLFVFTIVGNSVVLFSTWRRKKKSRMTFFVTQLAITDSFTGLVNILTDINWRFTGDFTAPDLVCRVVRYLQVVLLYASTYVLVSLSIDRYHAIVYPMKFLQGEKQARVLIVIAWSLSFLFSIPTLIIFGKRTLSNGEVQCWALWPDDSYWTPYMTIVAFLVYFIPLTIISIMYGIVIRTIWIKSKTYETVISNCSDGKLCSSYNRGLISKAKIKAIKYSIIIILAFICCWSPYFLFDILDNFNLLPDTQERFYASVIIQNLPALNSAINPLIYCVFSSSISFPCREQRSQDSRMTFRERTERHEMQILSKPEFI
KinaseGlo FLuc – Counterscreen for Luciferase (Kinase-Glo TM) Inhibition | Kinase-Glo luciferase, ATP luminescence, 8 min | Potency, µM (top dose mostly 38.3 µM), inactives show at the highest dose activity change, negative = inhibition, hits mostly inhibitors | actives 0.28% (n = 200,000); also: potency is read from the fitted curve at half-maximal effect; % is scaled to controls: 0 for no effect and ±100 for the full control effect; nearly all actives have a fitted effect of over 60% in size
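Substrate mix (final 50 mM imidazole pH 7.2, 50 mM KCl, 7 mM MgCl2, 10 uM ATP, 0.01% Tween 20, 0.05% BSA) plus pin-tool compound, then Kinase-Glo detection mix; 8 min ambient, luminescence read.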
LMNA splice mod – qHTS Assay for Modulators of Lamin A Splicing; HeLa LMNA splicing GFP/RFP minigene ratio, 48 h; Potency, µM (titrated, usually from 46.1 µM), inactives show at the top dose ratio change, negative = inhibition, most hits filed as inhibitors; actives 0.01% (n = 200,000); active = well fitted inhibition curve with a large enough effect in the signal ratio, with a control signal flat, not every such curve was filed as active; inconclusive = small, poorly fitted or top-dose-only effect, or effect the other way, or a change in a side signal; the % refers to the signal ratio; also: potency is read from the fitted curve at half-maximal effect; % is scaled to controls: 0 for no effect and ±100 for the full control effect
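S3 HeLa cells stably expressing lamin A-EGFP splicing minigene plus DsRed2, 600 cells/well, 48 h compound exposure at 37C. Laser-scanning cytometry; analysed as GFP (500-530 nm)/RFP (575-640 nm) total intensity ratio; 0.5% DMSO vehicle.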
HTT aggregate – qHTS Multiplex Assay to Identify Dual Action Probes in a Cell Model of Huntington: Aggregate Formation (GFP); PC12 HttQ103-GFP aggregates, Acumen cytometry, 40 h; Potency, µM (series often up to 46.1 µM), without a hit: at the highest dose activity change, negative = inhibition, usual class: inhibitors; actives 1.1% (n = 220,000); AID 1688, 2009; also: potency is read from the fitted curve at half-maximal effect; % is scaled to controls: 0 for no effect and ±100 for the full control effect; nearly all actives have a fitted effect of over 60% in size
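Huntingtin Q103 exon 1–GFP aggregates in induced PC12 cells (100 nM tebufenozide) were quantified by cytometry from lysates, with compounds dosed in titration.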
CBFb-RUNX1 inh – qHTS Assay for Compounds Blocking the Interaction Between CBF-beta and RUNX1 for the Treatment of Acute Myeloid Leukemia | Runt-related transcription factor 1 (Homo sapiens) + Core-binding factor subunit beta … | AlphaScreen CBFb-His/RUNX1-biotin binding, biochemical | Potency, µM (series often up to 59.8 µM), for inactives: at the top dose activity, negative = inhibition, usual class: inhibitors | 230,000 tested, under 10 active | AID 1477, 2009; also: % of control where 0% means no effect
Target sequence (Q01196 whole entry, looked up): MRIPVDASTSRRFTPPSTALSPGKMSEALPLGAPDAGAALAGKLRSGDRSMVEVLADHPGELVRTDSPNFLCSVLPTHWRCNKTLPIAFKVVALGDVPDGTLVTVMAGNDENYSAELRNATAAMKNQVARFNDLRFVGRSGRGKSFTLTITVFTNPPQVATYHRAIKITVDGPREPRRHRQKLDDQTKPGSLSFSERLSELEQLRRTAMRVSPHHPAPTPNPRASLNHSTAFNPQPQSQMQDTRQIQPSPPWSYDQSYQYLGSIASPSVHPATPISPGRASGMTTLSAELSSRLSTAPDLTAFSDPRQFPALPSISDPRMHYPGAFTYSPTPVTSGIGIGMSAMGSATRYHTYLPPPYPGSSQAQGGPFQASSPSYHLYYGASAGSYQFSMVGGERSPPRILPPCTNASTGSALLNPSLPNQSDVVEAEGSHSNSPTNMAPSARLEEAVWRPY
Target sequence (Q13951 whole entry, looked up): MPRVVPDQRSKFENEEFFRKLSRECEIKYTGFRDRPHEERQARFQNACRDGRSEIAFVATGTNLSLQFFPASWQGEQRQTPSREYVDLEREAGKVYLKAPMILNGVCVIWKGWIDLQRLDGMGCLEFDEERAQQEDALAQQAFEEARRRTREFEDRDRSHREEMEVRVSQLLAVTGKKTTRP
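Proteins preincubated together for 20 min at RT before compound addition; 15 min later, nickel and streptavidin beads were added and left 90 min prior to AlphaScreen measurement.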
Epigenetic reg – Quantitative High-Throughput Screen for Regulators of Epigenetic Control | actives 0.2% (n = 280,000) | Potency, µM (doses to about 53.9 µM), inactives show top-dose GFP activation, most hits filed as activators | murine LDR cells, GFP reporter derepression, 30 h; also: potency is read from the fitted curve at half-maximal effect; % of control where 0% means no effect; nearly all actives have a fitted effect of over 60% in size
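Readout is the number of GFP-expressing murine LDR cells, counted by cytometry following washing. Cells were treated with compound for 30 h at 37 C; the stably integrated CMV-GFP locus is normally silent.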
The depositor's hits bear a star; ? = inconclusive; · = no result given; & = joins results of further samples; ! = a repeat was not active; [ ] = another dose, or the depositor's remark. Unless noted, calls follow the shape of the dose curve; as a rule, active = well fitted curve in the direction sought with a large enough effect; inconclusive = small, poorly fitted or top-dose-only effect, or another doubt; inactive = no such curve, though single readings can be large; an effect the other way counts as inactive or inconclusive. Not all compounds are listed, so the mix of outcomes need not match the whole.

Every second line gives: IMPase Li cell, NPSR antag, KinaseGlo FLuc, LMNA splice mod, HTT aggregate, CBFb-RUNX1 inh, Epigenetic reg
#1 CC([C@H](O)c1ccccc1)N(C)C (some centres undefined)
  -3%, ·, -5%, -10%, -7%, ·, 3.2%
#2 O=C1CC2OCC=C3CN4CC[C@]56c7ccccc7N1C5C2[C@H]3C[C@H]46 (some centres undefined)
  0%, ·, ·, 0%, -7%, 16%, 1.1%
#3 CC(C)(C)c1ccc(CN2C(=O)CN=C(c3ccccc3)c3ccccc32)cc1
  6%[38.3 µM], ?, 0%, -7%, ?, -2%, -1.7%
#4 Cn1cccc1/C=C1\C(=O)NC(=O)N(Cc2ccccc2)C1=O
  ·, -6%, ·, ·, -25%[9.22 µM], ?, -3.1%
#5 CN[C@@H]1C[C@H]2O[C@@](C)([C@@H]1OC)n1c3ccccc3c3c4c(c5c6ccccc6n2c5c31)C(=O)NC4
  -25%&-11%, ·, 1%[39.9 µM], ·, ·, 11%, 1.1%
#6 S=C=Nc1ccccn1
  3%, 4%, -4%, ·, 20%, 6%, -1.4%
#7 Cc1ccc(N2C(=O)NC(=O)/C(=C/c3ccoc3)C2=O)cc1
  ·, 6%, ·, ·, -14%[9.22 µM], ·, -0.4%
#8 CN(C)[C@@H]1C(=O)C(C(N)=O)=C(O)[C@@]2(O)C(=O)C3=C(O)c4c(O)cccc4[C@@](C)(O)[C@H]3[C@H](O)[C@@H]12
  10µM*!, -16%, -7%, ?, -12%&-13%, ·, -2.1%
#9 CC(=O)OC1(c2ccccc2)CC(C(C)(C)C)CN(C(C)(C)C)C1 (centres undefined)
  9%, 5%, 0%, -3%, 2%, 4%, 0.0%
#10 CC(=O)c1cc(C(C)=O)c(C)[n+](C)c1C
  ·, -16%, ·, ·, 3%[9.22 µM], -1%, -1.3%
#11 COc1cccc(-c2cc(C(F)(F)F)n3nc(C(=O)N4CCC5(CC4)OCCO5)cc3n2)c1
  3%[38.3 µM], -15%[46.1 µM], -1%, -1%, -2%, 1%, -1.0%
#12 COCCOC(=O)C1=C(N)Oc2c(c(=O)oc3ccccc23)C1c1ccncc1 (centres undefined)
  15%[38.3 µM], 12%[46.1 µM], 3%, -8%, -11%, 8%, -0.2%
#13 NS(=O)(=O)c1cccc(N2CCNCC2)c1
  2%, -15%, -5%, -2%[46 µM], -15%[9.22 µM], 4%, 0.0%
#14 O=C(CSC1c2ccccc2-c2ccccc21)N/N=C/c1ccccc1O
  16%[38.3 µM], -21%[46.1 µM], 4%, ?, -5%[1.84 µM], -2%, 0.8%
#15 CC(=O)O[C@@H]1[C@H]2CC[C@@H]3[C@]1(C[C@@H](OC(C)=O)[C@@]1(O)C([C@@H]4O[C@@H]4C1(C)C)[C@]3(C)O)C[C@@]2(C)O (some centres undefined)
  3%, -5%, 0%, -2%, -8%, 10%, 0.1%
#16 Cc1ccc(Cn2cc(C=O)c(-c3ccc(C)cc3)n2)cc1
  7%, -28%, 2%, ?, -12%, 24%, -0.9%
#17 COc1ccc(CN2C(=O)NC(=O)/C(=C/c3ccc([N+](=O)[O-])s3)C2=O)cc1
  ·, 17%, ·, ·, -8%[9.22 µM], ·, ?
#18 CN1CCN(C(=O)O[C@@H]2c3nccnc3C(=O)N2c2ccc(Cl)cn2)CC1
  13%, ·, 0%, ·, ·, 13%[21.7 µM], -0.4%
#19 Cc1ccc(O)c(C(=O)c2cc(C(=O)NCc3ccccc3)c(=O)n(Cc3ccccc3)c2)c1
  9%, -48%, 2%, -16%, 5%, -4%, -1.0%
#20 CCCCN1C(=O)NC(=O)C2(Cc3cc(C)ccc3N(C)C2)C1=O (centres undefined)
  22%[38.3 µM], -20%[46.1 µM], -1%, -13%, -5%, 15%, -1.0%
#21 CCCCn1c(=O)c(C(=O)NCc2ccncc2)c(O)c2ccccc21
  13%[38.3 µM], -27%[46.1 µM], 5%, ?, -3%[9.22 µM], -1%, 0.7%
#22 NC[C@@H]1O[C@H](O[C@H]2[C@H](O)[C@@H](O[C@H]3[C@H](O)[C@H](N)C[C@H](N)[C@H]3O[C@@H]3O[C@H](CO)[C@@H](O)[C@H](O)[C@@H]3N)O[C@H]2CO)[C@@H](N)[C@H](O)[C@@H]1O
  -5%, ·, 1%[17.1 µM], 8%, ·, 6%[21.7 µM], 4.1%[16.9 µM]
#23 Cc1ccc2c(c1)C1CN(C)CCC1N2C(=O)Cn1cnc2c1c(=O)n(C)c(=O)n2C (centres undefined)
  8%[38.3 µM], 5%[46.1 µM], 0%, 6%, 15%, 6%, 2.2%
#24 COc1ccc(OC)c(CN2CCCC(C(=O)c3sccc3C)C2)c1 (centres undefined)
  ·, -8%, ·, ·, -2%[9.22 µM], 3%, -0.1%
#25 Cc1cc(C=O)c(C)n1C1CC1
  -1%, 14%, -2%, ?, -1%, -3%, -0.2%
#26 COC(=O)[C@@H]1[C@@H]2C[C@H]3c4[nH]c5cc(OC)ccc5c4CCN3C[C@@H]2C[C@H](OC(=O)/C=C\c2cc(OC)c(OC)c(OC)c2)[C@H]1OC
  6%, ·, 1%[17.1 µM], ?, -6%[20.6 µM], ?, 6.8%[16.9 µM]
#27 CC(=NCCCN1CCOCC1)c1c(O)n(-c2ccccc2C)c(=O)[nH]c1=O
  3%[38.3 µM], -5%[46.1 µM], -1%, -13%, 4%, 7%, -13%
#28 CC1(C)CN=C(NCc2ccccc2Cl)S1
  44%[activator][38.3 µM], -1%[46.1 µM], 1%, 0%, 5%, -2%, 0.9%
#29 CN(C)C(=O)Oc1cccc(OCc2n(C)c3ccccc3[n+]2C)c1
  2%, 17%, -2%, -8%, 3%, 11%, -0.8%
#30 O=C1NC(=O)C(CCc2ccccn2)(Cc2cccc(Cl)c2Cl)C(=O)N1c1ccc(Br)cc1 (centres undefined)
  1%, -40%, -1%, ?, 21%, -20%, -1.6%

Profiles, quoted from the list. Order of values: IMPase Li cell	NPSR antag	KinaseGlo FLuc	LMNA splice mod	HTT aggregate	CBFb-RUNX1 inh	Epigenetic reg
Shown for CN(C)[C@@H]1C(=O)C(C(N)=O)=C(O)[C@@]2(O)C(=O)C3=C(O)c4c(O)cccc4[C@@](C)(O)[C@H]3[C@H](O)[C@@H]12 = 10µM*!	-16%	-7%	?	-12%&-13%	·	-2.1%
Shown for CC1(C)CN=C(NCc2ccccc2Cl)S1 = 44%[activator][38.3 µM]	-1%[46.1 µM]	1%	0%	5%	-2%	0.9%

Carrying on:
Every second line gives: IMPase Li cell, NPSR antag, KinaseGlo FLuc, LMNA splice mod, HTT aggregate, CBFb-RUNX1 inh, Epigenetic reg
#31 O=C(NC1CCCCC1)C1CCN(C(=O)c2ccc(-c3ccccc3)cc2)CC1
  5%, 0%, -1%, ?, 9%[9.22 µM], 4%, 3.8%
#32 CCCCn1c(O)c(C(C)=NC(Cc2c[nH]c3ccccc23)C(=O)OC)c(=O)[nH]c1=O (centres undefined)
  18%[38.3 µM], -16%[46.1 µM], 3%, 6%, 3%, 3%, -1.1%
#33 CCOCCCNC(=O)C1c2cc(OC)c(OC)cc2C(=O)N2CCCCC12 (centres undefined)
  -3%, 18%, 1%, -8%, 11%, 5%, -1.1%
#34 C/C(=N\Nc1ccccc1)c1c(O)n(-c2ccccc2)c(=O)[nH]c1=O
  ·, 7%, ·, ·, 21%[9.22 µM], 0%, -0.3%
#35 O=C(CN1CCOCC1)c1cccc2ccccc12
  0%[38.3 µM], 0%[46.1 µM], -3%, 1%, -3%, 4%, -0.3%
#36 CCC(=NCc1ccco1)c1c(O)n(-c2ccccc2)c(=O)[nH]c1=O
  -2%[38.3 µM], -3%[46.1 µM], 2%, ?, -13%, -1%, 1.0%
#37 CC(C)n1nnnc1CN1CCN(C)CC1
  -13%[38.3 µM], -18%[46.1 µM], 7%, 3%, 10%, -5%, -0.1%
#38 CC1(C)S[C@H]2[C@@H](N)C(=O)N2[C@H]1C(=O)O
  6%, ·, 1%, ·, ·, 7%[21.7 µM], -0.3%
#39 CCCc1nnc(NC(=O)CCC(=O)N2CCC3(CC2)OCCO3)s1
  ·, 7%, ·, ·, -21%[9.22 µM], 24%, 1.1%
#40 CCN1CCN(c2ccc([N+](=O)[O-])cc2C#N)CC1
  -2%, 3%, -2%, ·, 2%, 29%, -0.1%
#41 CC(C(=O)OC1CC2CCC(C1)N2C)c1ccc(Br)cc1 (centres undefined)
  35%, ·, ·, ·, ·, 12%, 0.0%
#42 CC(=O)Nc1ccc(OCCF)cc1
  -2%, 8%, -1%, ·, -12%, -9%, -1.1%
#43 CC(C)Cc1nnc(NC(=O)CCC(=O)N2CCN(CCOC(c3ccccc3)c3ccccc3)CC2)s1
  15%, -32%, -4%, -5%, 23%, -17%, 0.0%
#44 O=c1[nH]c(=O)n(Cc2ccco2)c(O)c1C=NCCN1CCNCC1
  ·, -7%, ·, ·, -18%[9.22 µM], 4%, -0.3%
#45 CCCSP1(=S)NCCCO1 (centres undefined)
  -1%[38.3 µM], 9%[7.67 µM], 0%, -9%, -14%, 8%, 4.9%
#46 CCOC(=O)CSCCOc1ccc(C=C2C(=O)NC(=O)NC2=O)cc1OC
  1%, 13%, -4%, ?, 11%, 1%, -4.3%
#47 CCCC(C)C1C(C#N)=C(N)Oc2c1c(=O)oc1ccccc21 (centres undefined)
  20%[38.3 µM], -27%[46.1 µM], -1%, -13%, -1%, 6%, 3.4%
#48 CN1C[C@H](C(=O)N[C@]2(C)O[C@]3(O)[C@H]4CCCN4C(=O)[C@H](Cc4ccccc4)N3C2=O)C[C@H]2c3cccc4[nH]cc(c34)C[C@@H]21
  8%, ·, -1%[17.1 µM], ?, ·, -12%[21.7 µM], 0.0%[16.9 µM]
#49 CCN1C[C@@]2(COC(=O)c3ccccc3N3C(=O)CC(C)C3=O)CC[C@H](OC)[C@]34C5C[C@@H]6[C@@H](OC)C[C@@](O)(C5[C@H]6OC)[C@@](O)(C13)[C@@H](OC)C24 (some centres undefined)
  25%, ·, 3%, ·, ·, 18%[21.7 µM], 0.1%

Look-ups from the results shown.
CC1(C)S[C@H]2[C@@H](N)C(=O)N2[C@H]1C(=O)O @ CBFb-RUNX1 inh = 7%[21.7 µM]
O=C(NC1CCCCC1)C1CCN(C(=O)c2ccc(-c3ccccc3)cc2)CC1 @ IMPase Li cell = 5%
C/C(=N\Nc1ccccc1)c1c(O)n(-c2ccccc2)c(=O)[nH]c1=O @ HTT aggregate = 21%[9.22 µM]

Screening results: PubChem, National Center for Advancing Translational Sciences (NCATS)
